From PubChem BioAssay
PHOSPHO1 block = PHOSPHO1 (human) inhibition; inhibition, % at 13.3 µM; recombinant PHOSPHO1, absorbance phosphatase assay; 1.1% of 290,000 active; in the data active = inhibition above about 60%
IMP-1 inhibitor = blocks Pseudomonas aeruginosa IMP-1 metallo-beta-lactamase | 0.45% of 290,000 active | purified IMP-1, nitrocefin hydrolysis, epi-absorbance fluorescence | AID 1556 | inhibition, % at 5.6 µM;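 active = inhibition above the mean plus 3 SD of all compounds in the same screening run, cut at about 4.5% in these data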;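 note: 0% = IMP-1 with DMSO and 100% = DMSO wells lacking enzyme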
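Assay system: purified recombinant IMP-1 beta-lactamase. Input: IMP-1 0.2 nM before substrate addition. Buffer or medium: Zinc- and detergent-supplemented HEPES buffer, pH 7.1. Schedule: 25 °C, 15 min preincubation, 25 min reaction. Signal: Epi-absorbance fluorescence, 480 nm excitation, 530 nm emission. Evaluation: percent inhibition from optical density relative to buffer-blank wells.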
GalR3 antag = antagonists of human GalR3 | HEK293 GalR3-CNG cAMP membrane potential fluorescence; galR3 body fused to GalR1 C-terminus | 0.44% of 360,000 active | O60755 | inhibition, % at 3 µM | AID 651719;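 active = inhibition above the screen-wide average plus 3 SD, cut at about 13% in these data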;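 note: forskolin and galanin both at EC90 stimulate the cells; cAMP rise reported by CNG channel membrane potential dye signal; 0% = forskolin plus galanin with DMSO and 100% = forskolin alone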
Target sequence (O60755 1-299 limits assumed): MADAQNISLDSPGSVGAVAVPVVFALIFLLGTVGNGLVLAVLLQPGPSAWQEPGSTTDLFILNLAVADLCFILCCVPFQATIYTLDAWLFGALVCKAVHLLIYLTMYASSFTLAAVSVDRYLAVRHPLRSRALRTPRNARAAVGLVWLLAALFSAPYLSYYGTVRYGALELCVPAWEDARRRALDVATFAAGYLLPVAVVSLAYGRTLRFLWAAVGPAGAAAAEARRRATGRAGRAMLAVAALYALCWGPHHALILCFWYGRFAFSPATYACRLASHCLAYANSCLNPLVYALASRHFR
HCV NS3 hel inh = inhibitors of Hepatitis C virus NS3 helicase. NS3 helicase DNA unwinding, Cy5 molecular beacon fluorescence. inhibition, % at 10.9 µM. 0.56% of 290,000 active;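 active = inhibition above the mean of all tested compounds plus 3 SD, set per campaign, cut at about 35% in these data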;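 note: 0% = DMSO wells and 100% = thioflavine S control wells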
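System: Hepatitis C virus NS3 helicase domain fragment enzyme | Reagent: Annealed dual-labelled DNA beacon duplex, ATP-started | Compound dosing: 10.9 µM single point, 0.8% DMSO | Incubation: 1 h reaction at 25 °C, ATP-initiated | Technique: Cy5 fluorescence | Evaluation: Percent inhibition from t60/t0 fluorescence ratio | Benchmarks: Low DMSO, high thioflavine S at 110 µM | Replication: Singlicate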
FID counter = displaces DNA intercalator in HCV helicase counter-screen. DNA fluorescent intercalator displacement, fluorescence. inhibition, % at 7.9 µM. 0.17% of 290,000 active. AID 1845; in the data active = inhibition above about 37%;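 note: 0% = vehicle and 100% = reference compound; higher means more ethidium bromide displaced from hairpin DNA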
VIM-2 inh = inhibitors of Pseudomonas aeruginosa VIM-2 metallo-beta-lactamase; purified VIM-2, nitrocefin hydrolysis, epi-absorbance fluorescence; inhibition, % at 5.6 µM; 0.89% of 290,000 active;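 active = inhibition above the mean of all tested compounds plus 3 SD, cutoff set per screening run, cut at about 7.5% in these data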;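 note: red hydrolysis product quenches plate fluorescence so inhibitors raise well fluorescence; 0% = enzyme with DMSO and 100% = DMSO without enzyme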
V1aR counter = V1a receptor agonism, counter-screen for OXTR agonists; CHO-V1R cells, Fluo-8 calcium fluorescence, agonist mode; 0% DMSO, 100% 3 nM vasopressin; activation, % at 3 µM; AID 2797; P37288; 0.25% of 320,000 active;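 active = activation above the mean activation of all tested compounds plus 3 SD, per screening run, cut at about 20% in these data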;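 note: signal is peak over basal fluorescence ratio across a 100 second FLIPR read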
OXTR agonist = human OXTR agonism | activation, % at 3 µM | CHO-OTR cells, Fluo-8 calcium fluorescence; normalized: DMSO 0%, oxytocin 100% | P30559 | AID 2435 | 0.32% of 320,000 active;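 active = activation above the mean of all tested compounds plus 3 SD, cutoff set per screening run, cut at about 20% in these data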;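 note: peak over basal fluorescence ratio from a 100 s FLIPR kinetic read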
Target sequence (P30559 whole entry, looked up): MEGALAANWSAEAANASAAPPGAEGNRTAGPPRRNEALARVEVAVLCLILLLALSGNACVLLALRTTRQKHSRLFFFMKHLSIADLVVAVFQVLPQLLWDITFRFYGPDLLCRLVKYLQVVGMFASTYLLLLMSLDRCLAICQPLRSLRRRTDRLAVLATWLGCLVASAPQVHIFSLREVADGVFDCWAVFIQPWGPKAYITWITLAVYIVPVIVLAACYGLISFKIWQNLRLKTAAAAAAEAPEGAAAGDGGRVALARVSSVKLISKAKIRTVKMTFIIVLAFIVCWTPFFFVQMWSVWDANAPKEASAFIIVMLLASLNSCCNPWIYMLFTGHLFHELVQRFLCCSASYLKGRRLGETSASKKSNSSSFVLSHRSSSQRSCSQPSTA
GPR7 antagonist = human neuropeptides B/W receptor 1 antagonism | GPR7-expressing cells, fluorescence antagonist assay | AID 1861 | 1.1% of 290,000 active | inhibition, % at 4.4 µM; in the data active = inhibition above about 16%, passing the limit was not always enough;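 note: cells stimulated with the agonist NPW; 0% = agonist with vehicle and 100% = vehicle without agonist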
Target sequence (P48145 whole entry, looked up): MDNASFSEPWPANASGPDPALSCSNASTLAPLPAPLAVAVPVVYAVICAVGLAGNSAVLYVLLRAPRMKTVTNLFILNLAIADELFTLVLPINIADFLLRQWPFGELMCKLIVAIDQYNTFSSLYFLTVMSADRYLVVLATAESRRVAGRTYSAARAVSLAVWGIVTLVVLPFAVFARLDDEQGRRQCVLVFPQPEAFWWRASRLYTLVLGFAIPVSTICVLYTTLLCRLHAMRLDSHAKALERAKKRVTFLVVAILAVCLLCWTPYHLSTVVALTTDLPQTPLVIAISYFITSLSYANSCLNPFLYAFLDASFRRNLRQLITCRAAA
Starred values were filed as active, the others as inactive; / = not tested or not shown.

SMILES	PHOSPHO1 block	IMP-1 inhibitor	GalR3 antag	HCV NS3 hel inh	FID counter	VIM-2 inh	V1aR counter	OXTR agonist	GPR7 antagonist
CO/N=C/c1cc([N+](=O)[O-])ccc1Sc1ccc(C)cc1	5	-2.4	3	1	3	-0.8	0.6	0.4	-1
C=CCOc1c(CNC2CCCC2)cc(Cl)cc1OC	13	0.3	5	-10	8	-4.7	-0.5	6.7	26*
CCN(Cc1ccccc1)S(=O)(=O)c1cn(C)cn1	13	-2.0	3	8	-10	-2.1	1.6	0.2	3
COC(=O)COc1ccccc1C(=O)Nc1ccc(OC)cc1	-10	-4.0	-6	7	-12	-2.5	-0.2	-0.9	-2
Cc1nonc1NC(=O)c1ccc(Cl)c(S(=O)(=O)N2CCCCC2)c1	29	-4.5	-4	4	-5	-2.6	6.0	6.5	-16
COc1ccc(-n2cc(C#N)c(=O)n(Cc3ccc(F)cc3)c2=O)cc1	8	-2.4	2	-5	-15	-1.6	2.5	1.9	6
O=C(NCc1ccccc1)c1ccc2nnsc2c1	43	0.2	2	0	3	-1.9	-1.2	-0.3	-4
CCNC(=S)Nc1ccc(Cl)cc1	-7	-3.9	-5	0	0	-1.7	-0.2	-0.6	-11
COc1ccc(CNC(=O)CN2C(=O)NC(C)(c3ccc(C(C)(C)C)cc3)C2=O)cc1 (stereo unspecified)	18	-1.6	-9	-21	-39	-2.3	2.9	4.9	-3
CCOC(=O)/C(=C\c1ccc(Cl)cc1)c1nc2sc(C)c(C)c2c(=O)[nH]1	-24	-4.8	14*	6	-4	-6.2	-0.2	-1.2	-1
Cc1ccc(C(=O)N/N=C(\CC(C)C)c2ccccc2)cc1	-47	-1.0	0	16	-6	-5.4	-1.0	-2.6	-7
COc1cccc(C2CC(c3ccc(C)cc3)Nc3nc(N)nn32)c1 (stereo unspecified)	-7	-2.9	-2	-2	-25	-2.6	0.8	2.9	15
CCCN(CCC)S(=O)(=O)c1cc(Br)cc2c1N(C(=O)CC)CC2	32	/	-6	/	/	/	0.8	-2.5	/
CCOC(=O)C1CCCN(CC(=O)Nc2c(C(=O)OC)[nH]c3ccc(Br)cc23)C1 (stereo unspecified)	12	0.3	-2	-20	-11	-1.2	-1.3	-1.5	9
O=C(c1ccc(S(=O)(=O)c2ccc(F)cc2)c([N+](=O)[O-])c1)N1CCCCCC1	8	-3.2	44*	-10	-12	-2.3	13	14	-4
CCc1ccccc1NC(=O)CN(C)C(=O)CSc1nn(-c2ccc(F)cc2)c(=S)s1	-1	-3.1	-1	4	2	-2.4	1.1	1.0	3
CCN(CC)S(=O)(=O)c1cc(C(=O)Nc2cc(C)on2)ccc1Cl	13	-3.0	-8	-2	-10	-2.3	2.2	3.1	-11
CCC(CC)NC(=O)c1ccc(Cl)cc1	-6	-2.1	-6	-6	-2	-6.6	-0.7	-1.4	-11
CCOc1ccccc1N(CC(=O)NC1CCCC1)C(=O)CNC(=O)c1cccs1	28	-2.5	-7	3	-39	-2.1	0.2	0.0	-10
O=C(Nc1ccsc1C(=O)O)c1ccccc1Cl	54	-0.9	-9	14	-10	0.2	-0.3	-0.8	1
Cc1ccccc1NC(=O)c1cccc(N2C(=O)C3CCCCC3C2=O)c1 (stereo unspecified)	6	-3.1	-5	-2	-20	-1.6	4.7	2.9	8
CCCCc1nc2cc(C(=O)N3CCCC(OCCC)C3)ccc2o1 (stereo unspecified)	12	-4.2	-2	2	-47	-1.8	0.0	-1.1	-8
NNC(=O)COc1ccc2oc3c(c2c1)CCCC3	11	-0.9	-5	-11	-24	-0.1	0.9	0.1	0
CC(C)c1ccc(OCC(=O)NNC(=S)NC(=O)c2cccs2)c(Br)c1	-21	-2.5	0	7	-9	-5.7	0.3	-0.8	-7
O=S(=O)(NCC(c1cccnc1)N1CCN(Cc2ccccc2)CC1)c1ccccc1 (stereo unspecified)	0	2.9	/	-12	15	-1.8	-0.7	0.0	10
CCN(CC)S(=O)(=O)c1ccc(NS(=O)(=O)CC23CCC(CC2=O)C3(C)C)cc1 (stereo unspecified)	2	-1.8	-3	-2	-23	-1.9	1.0	0.2	-9
C(=N\c1c(-c2ccccc2)nc2n1CCS2)/c1ccccc1	-18	-2.5	3	-3	-9	-1.9	0.0	-0.7	-1
COCCNc1ccc([N+](=O)[O-])cc1C(=O)NC1CCCc2ccccc21 (stereo unspecified)	40	-2.5	-8	-17	-22	-2.1	-1.2	-1.9	-8
O=C(O)c1ccc([N+](=O)[O-])c(CS(=O)(=O)c2ccc(Cl)cc2)c1	11	-3.5	-2	9	1	-4.0	-0.1	0.1	-8
COc1ccc(/C=N/NC(=O)CCNc2n[nH]c(=O)[nH]c2=O)c(OC)c1	6	-3.0	4	4	-9	-3.2	0.1	0.3	1
COC(=O)Cn1c(=O)c2c(nc3n2CC(C)CN3Cc2ccccc2)n(C)c1=O (stereo unspecified)	14	-0.9	1	1	-44	6.0	0.3	-1.3	2
COc1ccc(OCC(=O)Nc2ccc3oc(-c4ccncc4)nc3c2)cc1	40	-1.7	-1	4	0	-2.4	-0.3	-0.1	-3
Brc1ccc(C2=CSC3=NCCN23)cc1	-4	-2.4	-1	-2	-2	-1.2	-0.5	0.2	-5
O=C(c1cccs1)N(Cc1ccc(F)cc1)C1CCS(=O)(=O)C1 (stereo unspecified)	41	-0.1	-4	0	-11	-1.0	7.8	-0.2	-8
CCOC(=O)c1sc(NC(=O)CSc2nc3ccccc3o2)c(C(=O)OCC)c1C	-9	-3.3	-4	-5	-1	-2.4	0.0	-0.5	-3
Cc1ccc(NC(=O)C2C3CCC(O3)C2C(=O)O)c(Br)c1 (stereo unspecified)	/	-0.5	-10	-8	-3	-0.4	0.3	0.3	-9
CCn1c(=O)c(C(=O)Nc2ccc(C)cc2)c(O)c2ccccc21	-12	-1.5	-9	9	2	-1.0	0.1	-0.4	-17
CC(C)C(=O)Nc1ccc(NC(=O)c2cccc3c(Br)cccc23)cc1	47	-1.7	-10	4	-9	-2.0	/	/	3
Cc1sc2nc(COC(=O)CNC(=O)c3ccc(C(C)(C)C)cc3)[nH]c(=O)c2c1C	-12	8.6*	-1	-2	-8	-3.8	0.0	-1.0	-13
O=C(Nc1cccc(C(F)(F)F)c1)c1cc(-c2cccs2)on1	-7	0.1	-5	-10	3	-1.0	1.7	1.9	-10
O=C(Nc1ccccc1C(F)(F)F)c1cccnc1	9	-2.4	-9	-1	3	-0.4	-0.6	-0.9	-6
CC(NC(=O)c1ccccc1NC(=O)CSc1nnnn1C)c1ccccc1 (stereo unspecified)	0	-4.6	2	-7	-9	-3.2	1.1	0.2	3
CCOC(=O)c1[nH]c2ccc(Br)cc2c1NC(=O)CCN1CCN(C(=O)OCC)CC1	65*	-0.8	-3	-8	-18	-0.8	1.9	2.7	-9
COc1ccccc1CCNS(=O)(=O)c1cn(C)c(=O)n(C)c1=O	14	-0.9	-2	-1	0	-3.4	-1.4	0.6	-4
CCCCn1c(=O)c(CCC(=O)OC(C)C(=O)Nc2cccc(Cl)c2Cl)nc2ccccc21 (stereo unspecified)	-18	-1.4	4	1	-4	1.2	-0.4	-1.0	-9
Cn1cnc2cc(NC(=O)c3ccco3)ccc21	20	-4.9	-9	-2	1	0.1	0.3	0.5	-9
CCN(CC)S(=O)(=O)c1ccc(C)c(NC(=O)COc2ccc(Cl)cc2Br)c1	-30	-6.0	4	2	-4	-2.5	-0.5	-2.1	-10
CCOC(=O)C(C)Sc1nnc(Cc2cc(=O)[nH]c(=O)[nH]2)n1-c1ccc(Cl)cc1 (stereo unspecified)	4	4.3	/	-4	-15	-1.3	0.5	0.2	-6
c1ccc(C2(Cn3ccc4ccccc43)OCCO2)cc1	25	-2.2	-3	-3	-9	-2.0	-1.4	-0.5	4
COC(=O)CSc1nc(C)c(C(C)=O)cc1C#N	18	-2.9	-4	-11	5	0.1	-0.7	-1.1	-2
Cc1ccc(NC(=O)Cn2ccsc2=N)cc1S(=O)(=O)N(C)C	-6	-1.9	-5	6	4	-2.9	-0.2	0.4	-15
Cc1cc(C)n2nc(CC(=O)NC3CCCC(C)C3C)nc2n1 (stereo unspecified)	18	-1.7	/	3	-6	-2.0	2.1	0.7	-4
CCC(=O)N1CCc2cc(S(=O)(=O)N3CCCCC3CC)ccc21 (stereo unspecified)	33	-0.3	-6	-10	-37	0.4	0.9	0.5	-5
Clc1ccc(OCCN2CCN(c3ncnc4sccc34)CC2)cc1	13	-0.3	93*	-8	-14	1.3	7.8	15	20*
O=c1cc(NS(=O)(=O)c2ccccc2)nc(SCc2ccccc2Cl)[nH]1	9	-4.0	-3	0	3	-4.1	3.9	1.9	5
Cc1ccc(Cl)c2c1NC(=O)C2(O)CC(=O)c1ccc(Br)cc1 (stereo unspecified)	14	-1.8	0	-7	-10	0.5	1.0	2.1	-11
O=C(NC1CCCCC1)C1CN(S(=O)(=O)c2ccccc2)CCN1S(=O)(=O)c1ccccc1 (stereo unspecified)	-42	-2.8	-3	-1	-20	-2.5	-1.8	-2.0	0

An excerpt from above in order of their number in IMP-1 inhibitor, lowest first.
structure,PHOSPHO1 block,IMP-1 inhibitor,GalR3 antag,HCV NS3 hel inh,VIM-2 inh,GPR7 antagonist
CC(NC(=O)c1ccccc1NC(=O)CSc1nnnn1C)c1ccccc1 (stereo unspecified),0,-4.6,2,-7,-3.2,3
O=C(NC1CCCCC1)C1CN(S(=O)(=O)c2ccccc2)CCN1S(=O)(=O)c1ccccc1 (stereo unspecified),-42,-2.8,-3,-1,-2.5,0
CCCCn1c(=O)c(CCC(=O)OC(C)C(=O)Nc2cccc(Cl)c2Cl)nc2ccccc21 (stereo unspecified),-18,-1.4,4,1,1.2,-9

An excerpt of these results, bar-delimited.
mol | PHOSPHO1 block | IMP-1 inhibitor | GalR3 antag | HCV NS3 hel inh | FID counter | VIM-2 inh | V1aR counter | OXTR agonist | GPR7 antagonist
COc1ccccc1CCNS(=O)(=O)c1cn(C)c(=O)n(C)c1=O | 14 | -0.9 | -2 | -1 | 0 | -3.4 | -1.4 | 0.6 | -4
O=C(NC1CCCCC1)C1CN(S(=O)(=O)c2ccccc2)CCN1S(=O)(=O)c1ccccc1 (stereo unspecified) | -42 | -2.8 | -3 | -1 | -20 | -2.5 | -1.8 | -2.0 | 0
COC(=O)CSc1nc(C)c(C(C)=O)cc1C#N | 18 | -2.9 | -4 | -11 | 5 | 0.1 | -0.7 | -1.1 | -2

Structures listed so far that have a furan ring, fused or not (two):
SMILES	PHOSPHO1 block	IMP-1 inhibitor	GalR3 antag	HCV NS3 hel inh	FID counter	VIM-2 inh	V1aR counter	OXTR agonist	GPR7 antagonist
NNC(=O)COc1ccc2oc3c(c2c1)CCCC3	11	-0.9	-5	-11	-24	-0.1	0.9	0.1	0
Cn1cnc2cc(NC(=O)c3ccco3)ccc21	20	-4.9	-9	-2	1	0.1	0.3	0.5	-9
